MK inhibit – blocks S. pneumoniae mevalonate kinase | AID 555 | 0.48% of 65,000 active | purified MK, PK/LDH-coupled NADH absorbance 340 nm | inhibition, % at 10 µM;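 active = ranked among the strongest by inhibition in the single 10 µM screen, a fixed top-ranked set picked for dose follow-up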; note: no value below 0 was filed
HT1080 viability – cytotoxicity in HT1080 fibrosarcoma cells, cell-based, fluorescence readout (AID 620) | one-dose cytotoxicity, % at 10 µM; EC50 in µM for titrated hits | 0.42% of 87,000 active | HT1080 viability, fluorescence; higher % means a stronger effect;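 note: cells exposed to compound overnight then 4 h with Alamar Blue; 0% = vehicle DMSO and 100% = killing control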
Bfl-1 displacement – displacement of Bid BH3 peptide from Bfl-1 – biochemical, fluorescence polarization, FITC-Bid, mouse, primary screen (AID 432); FITC-Bid BH3 peptide fluorescence polarization displacement; higher % means a stronger effect; one-dose displacement, % at 20 µM; IC50 in µM for titrated hits; 0.02% of 64,000 active; in the data active = a potency from the dose series; inactive = the rest, 99 in 100 with displacement below about 15%; note: strong numbers were not always called active
Alkaline phosphatase – human TNAP enzyme inhibitors, biochemical, luminescent (AID 518); purified TNAP enzyme, luminescent substrate readout; higher % means a stronger effect; one-dose inhibition, % at 20 µM; IC50 in µM for titrated hits; 0.09% of 64,000 active; in the data active = a potency from the dose series; inactive = the rest, 99 in 100 with inhibition below about 22%;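 note: plate controls were vehicle for no effect and reference inhibitor for full effect; many of its hits are not listed in these tables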
LYP phosphatase – inhibition of human PTPN22 tyrosine phosphatase – biochemical, DiFMUP fluorescence, recombinant catalytic domain, 10 µM, primary screen (AID 606); recombinant LYP catalytic domain, DiFMUP fluorescence; higher % means a stronger effect; inhibition, % at 10 µM; hits with a dose series show IC50 in µM; 52,000 tested, under 10 active;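 active = IC50 under 40 µM in the dose-response test; inactive = IC50 of 40 µM or more, or never dose-tested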
HPDE-C7K KRASV12 – cytotoxicity in KRAS-transformed pancreatic duct cells, primary screen, cell-based, fluorescence, HTS (AID 431); HPDE-C7K KRASV12 cells, Alamar Blue viability, 48 h; higher % means a stronger effect; cytotoxicity, % at 10 µM; hits with a dose series show EC50 in µM; 1.7% of 63,000 active;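 active = compounds whose percent cytotoxicity in the single-dose primary screen, scaled between solvent and toxic-drug controls, exceeds 50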;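 note: 0% = DMSO solvent wells and 100% = doxorubicin-treated wells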
DPM-DC inhibit – blocks S. pneumoniae diphosphomevalonate decarboxylase | purified DPM-DC, PK/LDH coupled NADH fluorescence | calls only at 10 µM | 0.49% of 65,000 active | AID 556;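 active = the 320 compounds with the highest percent inhibition in the single-dose primary screen, excluding strongly autofluorescent ones, cut at about 32% in these data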;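 note: kinetic rate of NADH fluorescence loss reporting ADP formed by the decarboxylase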
Spn PMK inh – S. pneumoniae PMK inhibition. purified PMK, PK/LDH-coupled NADH absorbance 340 nm. inhibition, % at 10 µM. 0.49% of 65,000 active;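 active = top-ranked compounds by inhibition in the single 10 µM screen, taking a fixed number of the strongest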;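 note: 0% = full reaction with DMSO carrier and 100% = background rate without enzyme reaction; no value below 0 was filed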
HPDE-C7 viability – HPDE-C7 pancreatic duct cell viability loss – fluorescence, HTS (AID 430); HPDE-C7 pancreatic duct cells viability, fluorescence; higher % means a stronger effect; 1.8% of 63,000 active; cytotoxicity, % at 10 µM, or EC50 in µM where a hit was titrated;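 note: cells exposed to compound for 48 hours before viability readout; 0% = vehicle and 100% = reference cytotoxic drug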
Spn PMK inh pilot replicates – also measured in Spn PMK inh; calls as there; inhibition, %; measured here: pilot screen replicates
MK inhibit pilot replicates – also measured in MK inhibit; calls as there; inhibition, %; measured here: pilot screen replicates
DPM-DC inhibit pilot screen % – also measured in DPM-DC inhibit; calls as there; inhibition, %; measured here: pilot screen trials
* = called active by the depositor; i = inactive; / = no result given. Cut-off read from the data, not from the text of the source, unless noted: active = cytotoxicity above about 50%; inactive = the rest. Compounds were not picked by outcome. About 3.4% of those tested had a hit in this group.

SMILES	MK inhibit	HT1080 viability	Bfl-1 displacement	Alkaline phosphatase	LYP phosphatase	HPDE-C7K KRASV12	DPM-DC inhibit	Spn PMK inh	HPDE-C7 viability	others
N=c1n(Cc2ccc(Cl)cc2)c2ccccc2n1CC(O)c1ccco1 (stereo not given)	7	1%	4%	6%	/	21%	i	7	12%
CC1(C)CC(=O)c2sc(N)nc2C1	5	-3%	-2%	8%	9%	-7%	i	3	-16%
O=C(Nc1ccc(O)cc1C(=O)O)c1ccc2c(c1)C(=O)N(Cc1ccco1)C2=O	10	3%	9%	9%	7%	-2%	i	0	4%
O=C(Nc1cccc2ncccc12)c1ccc2c(c1)OCCO2	11	-2%	-1%	12%	6%	-4%	i	0	-3%	Spn PMK inh pilot replicates=3.0;MK inhibit pilot replicates=2.5;DPM-DC inhibit pilot screen %=0.0
Cc1noc(C)c1COC(=O)c1ccc(S(=O)(=O)NCc2ccco2)cc1	2	-3%	5%	10%	-7%	7%	i	7	4%
Cc1c(N(C)C(=O)C2CCCN2S(=O)(=O)c2ccccc2)c(=O)n(-c2ccccc2)n1C (stereo not given)	9	2%	-2%	12%	9%	4%	i	8	4%
CCCCn1c(SCC(=O)N(CC)C2CCS(=O)(=O)C2)nnc1C(CC)N(C)C (stereo not given)	4	-8%	-1%	10%	/	-1%	i	0	2%
CC(=O)N1c2ccccc2N(Cc2ccc(C)cc2C)C(=O)C1(C)C	3	52%*	1%	3%	-6%	42%	i	15	58%*
Cc1cc(=O)[nH]c(SCC(N)=O)c1C#N	10	-23%	-10%	10%	10%	-2%	i	4	-16%
CC1(C)NC(=O)N(CCOCCSc2ccccc2)C1=O	9	-1%	-2%	4%	9%	-7%	i	7	-6%
CCOC(=O)Nc1ccc2c(c1)N(C(=O)CN(CC)CC)c1ccccc1C=C2	9	2%	2%	-2%	1%	11%	i	1	1%	Spn PMK inh pilot replicates=3.5;MK inhibit pilot replicates=0.0;DPM-DC inhibit pilot screen %=0.5
COc1ccc(CCNC(=O)CS(=O)Cc2nc(-c3cccs3)oc2C)cc1OC (stereo not given)	7	-2%	-1%	1%	/	-19%	i	0	-21%
CCOc1ccc(-n2c(SCC)nc3c(c2=O)SCC3)cc1	6	14%	3%	8%	2%	-4%	i	3	1%
CCOC(=O)C1CCCN(C(=O)c2sc3nc(-c4ccc(F)cc4)cn3c2C)C1 (stereo not given)	3	-4%	-6%	8%	19%	6%	i	6	8%
COc1ccc(NC(=O)C(Cc2ccccc2)NC(=O)c2ccco2)cc1OC (stereo not given)	0	-6%	2%	11%	3%	7%	i	7	0%
Cc1onc(-c2ccccc2)c1C(=O)Nc1nnc(N2CCCCCC2)s1	4	-8%	-4%	13%	9%	4%	i	0	-10%
Cc1nnc(Sc2nc3c(c(=O)[nH]c(=O)n3C)n2CCCc2ccccc2)s1	3	/	-5%	17%	4%	5%	i	7	2%
O=C1NCCCc2nonc21	3	17%	-7%	14%	14%	19%	i	3	14%
COC(=O)CN(c1ccc(F)cc1)S(=O)(=O)c1ccc2c(c1)OCCO2	8	9%	-5%	6%	2%	-17%	i	0	-1%
CSCCC(NC(=O)c1ccco1)C(=O)OCC(=O)Nc1sccc1C#N (stereo not given)	0	-6%	4%	6%	/	0%	i	10	-7%
COCCn1c(C)cc(C(=O)CSc2ncnc3sc4c(c23)CCC4)c1C	10	5%	1%	10%	15%	11%	i	1	4%
CN1C(=S)SC(C)(NO)C1(C)C (stereo not given)	7	-6%	2%	11%	3%	-1%	i	13	0%	Spn PMK inh pilot replicates=1.0;MK inhibit pilot replicates=0.0;DPM-DC inhibit pilot screen %=0.0
CCc1nc(SCC(=O)N2CCC(C)CC2)c2c(=O)n(C)c(=O)n(C)c2n1	4	1%	-10%	-2%	1%	-6%	i	0	-10%
COc1ccc(S(=O)(=O)N2CCCN(CCC(=O)Nc3cccc(C(F)(F)F)c3)CC2)cc1	/	0%	-4%	-2%	-7%	20%	i	0	22%
N#CC(C(=O)C12CC3CC(CC(C3)C1)C2)c1nc2ccccc2[nH]1 (stereo not given)	0	7%	-4%	8%	4%	6%	i	9	6%
O=C(Cn1cnc2c(cnn2-c2ccc(F)cc2)c1=O)N1CCN(c2ccccc2)CC1	2	5%	5%	5%	-5%	21%	i	18	11%	Spn PMK inh pilot replicates=3.5;MK inhibit pilot replicates=1.5;DPM-DC inhibit pilot screen %=0.0
CCOC(=O)CSC1=C(C#N)C(c2ccc(C)o2)CC(=O)N1 (stereo not given)	4	60%*	-3%	21%	/	68%*	i	7	68%*	Spn PMK inh pilot replicates=6.0;MK inhibit pilot replicates=0.0;DPM-DC inhibit pilot screen %=2.0
Cn1c(=O)c2c(ncn2CC(=O)N2CCN(c3ccccc3)CC2)n(C)c1=O	18	1%	4%	-2%	4%	-20%	i	5	-4%
C=CCN(C(=O)CNC(=O)c1ccco1)C(C(=O)NC1CCCCC1)c1ccc(F)cc1 (stereo not given)	6	-3%	6%	-6%	-4%	-2%	i	4	-12%
CCCCNC(=O)CCCn1c(=O)c2ccccc2n(CC(=O)NCCC2=CCCCC2)c1=O	0	-2%	0%	4%	4%	-4%	i	22	-6%
CCCn1c(=N)n(CC(O)c2ccco2)c2ccccc21 (stereo not given)	32	2%	-7%	14%	8%	-2%	i	9	-18%
COC(=O)c1[nH]c2ccc(C)cc2c1NC(=O)CN1CCCC(C)(C)C1	11	-7%	0%	23%	9%	4%	i	9	0%	Spn PMK inh pilot replicates=3.0;MK inhibit pilot replicates=1.0;DPM-DC inhibit pilot screen %=3.5
Cc1cc2oc(=O)cc(CN3CCN(C/C=C/c4ccccc4)CC3)c2cc1O	8	-1%	3%	14%	/	/	i	7	/
O=C(c1ccco1)N1CCN(C(=O)c2cnn3c(C(F)(F)F)cc(-c4cccs4)nc23)CC1	7	-2%	-5%	13%	16%	-8%	/	5	-5%
O=C(NCC1CCCO1)c1cccc(-n2cnnn2)c1 (stereo not given)	0	-12%	1%	5%	9%	-22%	i	19	-20%
CCOC(=O)N1CCC(N2C(=O)c3ccccc3C2Nc2ccc(Cl)cn2)CC1 (stereo not given)	3	-6%	0%	14%	-5%	13%	i	0	8%
COc1ccccc1CNC(=O)c1ccc(CS(=O)(=O)c2ccccc2OC)o1	1	-1%	-1%	10%	/	1%	i	10	-17%
N#CC1=C(N)Oc2n[nH]c(-c3ccc(F)cc3)c2C1c1cccc(OC(=O)N2CCOCC2)c1 (stereo not given)	1	/	-4%	7%	3%	4%	i	0	2%
CCOC(=O)C(C)n1cnc2c(oc3ccccc32)c1=O (stereo not given)	7	0%	-1%	6%	/	-3%	i	14	-11%
Cc1c(C(=O)O)oc2ccc(S(=O)(=O)NCc3ccc(F)cc3)cc12	0	-8%	-1%	2%	8%	-7%	i	13	-5%

Five records drawn at random from the list so far:
SMILES	MK inhibit	HT1080 viability	Bfl-1 displacement	Alkaline phosphatase	LYP phosphatase	HPDE-C7K KRASV12	DPM-DC inhibit	Spn PMK inh	HPDE-C7 viability	others
CCOC(=O)C(C)n1cnc2c(oc3ccccc32)c1=O (stereo not given)	7	0%	-1%	6%	/	-3%	i	14	-11%
CCOC(=O)N1CCC(N2C(=O)c3ccccc3C2Nc2ccc(Cl)cn2)CC1 (stereo not given)	3	-6%	0%	14%	-5%	13%	i	0	8%
Cc1c(C(=O)O)oc2ccc(S(=O)(=O)NCc3ccc(F)cc3)cc12	0	-8%	-1%	2%	8%	-7%	i	13	-5%
COCCn1c(C)cc(C(=O)CSc2ncnc3sc4c(c23)CCC4)c1C	10	5%	1%	10%	15%	11%	i	1	4%
Cn1c(=O)c2c(ncn2CC(=O)N2CCN(c3ccccc3)CC2)n(C)c1=O	18	1%	4%	-2%	4%	-20%	i	5	-4%

The list goes on.
SMILES	MK inhibit	HT1080 viability	Bfl-1 displacement	Alkaline phosphatase	LYP phosphatase	HPDE-C7K KRASV12	DPM-DC inhibit	Spn PMK inh	HPDE-C7 viability	others
CC1CN(c2ncnc3c2cnn3-c2ccc(Cl)cc2)CC(C)O1 (stereo not given)	4	5%	-3%	4%	7%	7%	i	6	-2%
Cc1ccc(Nc2nc(CSc3nnnn3-c3ccccc3)cs2)cc1	2	-4%	2%	1%	1%	40%	i	7	32%
Cc1[nH]c2ccc(-c3nnc(SCC(=O)c4ccccc4F)o3)cc2c1C	0	3%	26%	9%	8%	78%*	i	13	66%*
CCc1ccc2[nH]c(=O)c(CN(CCN(C)C)C(=O)Nc3ccccc3OC)cc2c1	12	2%	-6%	2%	-7%	7%	i	0	4%
COc1ccc(Cn2nnnc2C(c2cc3cc(C)ccc3[nH]c2=O)N2CCOCC2)cc1 (stereo not given)	6	13%	-5%	2%	8%	-10%	i	12	-10%
Cn1c(Cn2c(=O)sc3ccccc32)nnc1SCc1cccc(F)c1	4	-4%	-4%	7%	1%	1%	i	0	-16%
O=C(NC1=NCCS1)Nc1ccccc1	11	38%	0%	6%	8%	1%	i	3	1%
Cn1c(=O)[nH]c(=O)c2c1nc(N(CCO)Cc1ccccc1)n2Cc1ccccc1Cl	0	-2%	-3%	3%	/	10%	i	0	-3%	Spn PMK inh pilot replicates=1.0;MK inhibit pilot replicates=0.0;DPM-DC inhibit pilot screen %=0.0
CCN(C(=O)CN1CCN(C)CC1)c1cccc2ccccc12	36	-2%	-6%	11%	6%	-3%	i	12	-5%
CCOC(=O)Cn1nc(C)c2ccccc2c1=O	6	-2%	-3%	10%	3%	-4%	i	3	-2%
Cn1cccc1C(=O)NC(=O)CSc1nnc(C2CC2)n1-c1ccccc1	7	-3%	-6%	12%	8%	-22%	i	13	-20%	Spn PMK inh pilot replicates=0.0;MK inhibit pilot replicates=1.5;DPM-DC inhibit pilot screen %=1.0
CCOC(=O)c1sc2nc(CC(=O)OC)nc(NCCN3CCOCC3)c2c1C	0	4%	-2%	3%	8%	-7%	i	21	-14%
CCC(Sc1nccn1C)C(=O)Nc1nnc(C)s1 (stereo not given)	7	-2%	-6%	10%	2%	-4%	i	13	2%
CCc1ccccc1NC(=O)N[C@@H](C)C(=O)O	1	2%	2%	9%	7%	/	i	9	/
COc1ccc(CCN2CC(C(=O)O)CC2=O)cc1 (stereo not given)	10	-6%	0%	6%	-4%	2%	i	6	1%
Cc1csc(NC(=O)c2cnc3ccccn3c2=O)n1	0	-4%	-4%	3%	3%	5%	i	6	-1%
O=C(c1ccco1)N1CCN(c2nc3ccsc3c(=O)s2)CC1	0	1%	0%	10%	2%	2%	i	0	-9%
COc1cc(C(=O)N2CCN(C(=O)C3CC3)CC2)cc(OC)c1OC	9	-17%	-1%	6%	/	-12%	i	12	2%
Cn1c(=O)[nH]c(=O)c2c1nc(NCc1ccco1)n2CCCc1ccccc1	9	-5%	-10%	8%	3%	5%	i	9	5%
CCCOC(=O)c1ccc(NC(=O)CCC(=O)OCC)cc1	9	-2%	-5%	6%	6%	/	i	5	/
CCN(CC)C(=O)CSc1nnc(-c2ccc(F)cc2)n1N	0	-14%	0%	12%	/	0%	i	16	-18%
COc1ccc(N2C(=O)CN=C2Nc2cccc(C)c2C)cc1OC	4	14%	-1%	3%	11%	-3%	i	7	-4%

Source: PubChem (several laboratories)
